PI4K2A inh – qHTS for small molecular inhibitors of PI4K2A | actives 0.13% (n = 420,000) | activity change, negative = inhibition, % at 76.9 µM | purified PI4K2A, ADP-Glo luminescence, 1 h; active compounds read low; in the data active = activity change below about -50%;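 also: -100% = wells without enzyme as full effect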
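In this quantitative HTS, ADP production by PI4K2A was quantified luminescently after 1 h at ambient temperature; 100 microM adenosine served as plate-quality control.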
GLS inhibitor – qHTS for Inhibitors of Glutaminase (GLS). Glutaminase kidney isoform, mitochondrial (Homo sapiens), O94925. GLS enzymatic activity, qHTS titration. Potency, µM (top dose mostly 45.5 µM), inactives show top-dose activity change, negative = inhibition, usual class: inhibitors. actives 0.21% (n = 410,000); active = well fitted inhibition curve with a large enough effect; also: potency is read from the fitted curve at half-maximal effect
Target sequence (O94925 whole entry, looked up, canonical isoform): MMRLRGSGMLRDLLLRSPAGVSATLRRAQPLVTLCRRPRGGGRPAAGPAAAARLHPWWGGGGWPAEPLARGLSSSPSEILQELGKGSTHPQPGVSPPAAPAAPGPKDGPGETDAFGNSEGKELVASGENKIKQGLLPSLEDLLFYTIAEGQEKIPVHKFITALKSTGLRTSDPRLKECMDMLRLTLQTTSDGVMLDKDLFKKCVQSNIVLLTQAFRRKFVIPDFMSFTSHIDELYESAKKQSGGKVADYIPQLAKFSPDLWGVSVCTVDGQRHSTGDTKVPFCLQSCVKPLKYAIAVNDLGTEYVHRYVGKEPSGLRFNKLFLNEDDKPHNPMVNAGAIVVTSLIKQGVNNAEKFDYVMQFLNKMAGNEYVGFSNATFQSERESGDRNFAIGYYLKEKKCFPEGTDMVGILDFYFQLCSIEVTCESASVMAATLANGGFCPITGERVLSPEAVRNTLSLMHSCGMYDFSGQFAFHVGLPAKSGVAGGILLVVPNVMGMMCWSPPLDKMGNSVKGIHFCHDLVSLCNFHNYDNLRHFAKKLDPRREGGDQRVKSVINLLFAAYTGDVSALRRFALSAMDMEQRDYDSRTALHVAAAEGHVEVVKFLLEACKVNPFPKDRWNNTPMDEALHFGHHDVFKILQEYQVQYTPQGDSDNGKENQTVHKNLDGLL
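Human kidney-isoform GLS in 45 mM KH2PO4 pH 8.2, 0.02% Tween-20, with compound, started with 1mM L-Glutamine (added stock). Glutamate oxidase/HRP/Amplex red coupled fluorescence read at start and after 30 min at RT.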
Active calls of the source: *; [ ] = another dose, or the depositor's remark. Unless noted, % is scaled to controls: 0 for no effect and ±100 for the full control effect.

Under each structure – GLS inhibitor | PI4K2A inh
- CC1(C)CC(=O)C(C(c2ccc3c(c2)OCO3)C2C(=O)CC(C)(C)CC2=O)C(=O)C1
    76%[activator] | -10
- COc1ccc(-c2nc3c(C)cc(Br)cn3c2Cc2ccccc2)cc1OC
    3% | 2
- CC(=O)Nc1cc(-c2ccc(F)cc2)cn2c(-c3ccc(S(C)(=O)=O)cc3)cnc12
    4% | -1
- O=C(NCc1cccnc1)OC1CC2CC1[C@H]1CCCCN1C2=O (some centres undefined)
    1% | -3
- CCCc1nc2ccc(C)cn2c1Cc1cccc(Cl)c1
    3% | -10
- CC(C)Oc1ccc(F)cc1-c1cc(C(=O)N2CCc3ccccc3C2)[nH]n1
    -2% | 1
- O=C(c1cc(C2CCCCN2C(=O)CCCc2ccccc2)on1)N1CCOCC1 (centres undefined)
    -9% | 5
- COc1ccccc1Cc1c(-c2ccccc2)nc2ccc(Br)cn12
    -2% | -5
- O=C(NCc1cccnc1)c1cc(C2CCCCN2C(=O)c2cccs2)on1 (centres undefined)
    -2% | -2
- O=C(c1[nH]c(C(F)(F)F)nc1-c1ccccc1)N1CCN(c2ncc(C(F)(F)F)cc2Cl)CC1
    5% | 3
- Cc1cccc(C)c1-n1nnnc1C1(C)CCC(=O)N1CC1CCCCC1 (centres undefined)
    2% | 5
- Cc1ccc(C2C=CC(C#N)=CN2Cc2ccccc2)cc1 (centres undefined)
    3% | 6
- CCc1nc2ccc(C(=O)NCc3ccccc3OC)cn2c1N(CCC(C)C)CCN(C)C
    0% | 3
- Nc1nc2c(ncn2[C@@H]2O[C@H](CNCc3cnc(N4CCOCC4)nc3)[C@@H](O)[C@H]2O)c(=O)[nH]1
    -7% | -5
- CCOC(=O)[C@]12CCCC=C1N(Cc1ccc3c(c1)OCO3)C(=O)[C@H](CC(=O)N1CCN(C(=O)C3CC3)CC1)C2
    -9% | 4
- CCCNC(=O)c1cc(C2CCCCN2C(=O)OC)on1 (centres undefined)
    2% | 2
- CCOC(=O)[C@]12CCC=C1N(Cc1ccc3c(c1)OCO3)C(=O)[C@H](CC(=O)NCCC(C)C)C2
    6% | -5
- CCOC(=O)C1=CCC(c2ccccc2Cl)N(S(=O)(=O)c2ccc(C)cc2)C1 (centres undefined)
    1% | 0
- CC1=CC(=NOS(=O)(=O)c2ccc(C)cc2)CC(C)(C)C1
    -4% | -4
- CCNC(=S)Nc1ccc2c(c1)c(=O)n(C)n2-c1ccc(C(C)(C)C)cc1
    14% | 2
- CCCC(=O)N1CCCC1(C)C(=O)Nc1cc(C)ccc1C (centres undefined)
    -6% | 3
- Cc1ccc2ccccc2c1C(O)c1ncc(-c2cccc(C(F)(F)F)c2)[nH]1 (centres undefined)
    2% | 0
- Cc1cccc(C(=O)N2CCC[C@H]2C(=O)N2CCC[C@H]2C(=O)NCc2ccncc2)c1
    3% | -5
- CC(=O)Nc1cc(-c2ccsc2)cn2c(-c3ccc(F)cc3)cnc12
    0% | -5
- O=C(NCc1ccccc1Cl)c1csc([C@@H]2O[C@H](CO)[C@@H](O)[C@H]2O)n1
    -12% | 4
- CCc1nc2c(OCC(=O)C(C)(C)C)cccn2c1N(C)C(=O)c1ccccc1F
    4% | 0
- COc1ccc(C(C)(NC(C)=O)c2nc(-c3cccc4cccnc34)cs2)cc1 (centres undefined)
    -1% | 2
- CCCCN(C=O)c1c(CC)nc2ccc(C(=O)NCCc3ccccn3)cn12
    -1% | -3
- CC1(c2nnnn2-c2ccc3c(c2)OCCO3)CCC(=O)N1CC(F)(F)F (centres undefined)
    -7% | 11
- CCCNC(=O)C1(C)CCN1C(=O)c1ccc(C(C)(C)C)cc1 (centres undefined)
    8% | -1
- CN(CCc1ccccc1)C(c1cc2ccccc2o1)c1nnnn1C(C)(C)C (centres undefined)
    -4% | 8
- CC(C)n1nnnc1C1c2ccccc2C(=O)N1CCc1c[nH]c2ccccc12 (centres undefined)
    1% | 2
- CCCNC(=O)c1cc2c(c(-c3cccc(-c4ccccc4F)c3)n1)[C@@H](CCO)N(C(=O)CC1CC1)C2
    -14% | 0
- CCc1nc2c(OCC(=O)C(C)(C)C)cccn2c1N(C=O)Cc1ccccc1
    2% | -5
- COc1cc(C2(C)SCCCS2)cc(OC)c1OC
    8% | 2
- CC1(C(=O)O)CCN1C(=O)c1cccnc1Oc1ccccc1 (centres undefined)
    1% | 3
- Cc1cccc(CN2CCN(C3CN(Cc4cn(Cc5cccc(C(F)(F)F)c5)nn4)S(=O)(=O)C3)CC2)c1 (centres undefined)
    4% | -11
- C#CCOc1ccc(CNC[C@H]2O[C@@H](n3ccc(=O)[nH]c3=O)[C@H](O)[C@@H]2O)cc1
    -14% | 1
- COc1ccc(Cl)cc1C1=NOC2(CCC2)C(=O)N1Cc1ccc(NC(C)=O)cc1
    3% | -2
- COC(=O)[C@]12CCCCC=C1N(Cc1ccco1)C(=O)[C@H](CC(=O)NCc1ccc(OC)c(OC)c1)C2
    3% | -1
- FC(F)(F)c1ccccc1Cc1c(-c2cccc(Cl)c2)nc2c3ccccc3ccn12
    -6% | 1
- CSCCNC(=O)C1(C)CCN1C(=O)C/C=C/c1ccccc1 (centres undefined)
    1% | 1
- Clc1ccccc1-c1cc2nc(NCc3ccco3)ccn2n1
    4% | 0
- O=C(Nc1ccc(Oc2ccccc2)nc1)[C@H]1O[C@@H](n2ccc(=O)[nH]c2=O)[C@H](O)[C@@H]1O
    3% | 0
- CCCNC(=O)C1(C)CCN(C(=O)c2cccnc2Oc2ccccc2)C1 (centres undefined)
    -1% | 6
- COCCn1c(C(=O)N(C)C)cc2c1C[C@H]1CN(C(=O)c3ccccc3)[C@@](Cc3ccc(F)cc3)(C(=O)OC)[C@@H]21
    -8% | -2
- Cc1cc(F)ccc1C(O)c1ncc(-c2ccc(Oc3ccccc3)cc2)[nH]1 (centres undefined)
    2% | -4
- Cc1cccc(C)c1-n1nnnc1-c1nc2cc(Br)ccc2[nH]c1=O
    18% | -2
- COc1ccc(NC(=O)C2c3ccccc3OCC(=O)N2Cc2cccnc2)cc1 (centres undefined)
    4% | -5
- CN1CCC(C)(C(=O)Nc2ccc3c(c2)OCCO3)C1 (centres undefined)
    13% | 2
- CN1CCN(C2CN(Cc3cn(Cc4ccc(C(F)(F)F)cc4)nn3)S(=O)(=O)C2)CC1 (centres undefined)
    5% | -7
- O=C(/C=C/[C@H]1O[C@@H](n2ccc(=O)[nH]c2=O)[C@H](O)[C@@H]1O)NCCCc1ccccc1
    -7% | 0
- Cc1cccc(C)c1NC(=S)NC(=O)c1cccc(Cl)c1
    27% | 8
- c1ccc(CN2CCC3CC2c2c3cccc2N2CCOCC2)cc1 (centres undefined)
    56%[activator] | -2
- O=C(c1ccccc1)c1sc(Nc2ccc3c(c2)OCO3)nc1-c1ccccc1
    -1% | -4
- CCc1nc2ccc(C(=O)Nc3cccc(OCC(=O)N(C)C)c3)cn2c1N(C)Cc1ccc(N(C)C)cc1
    18% | 0
- COc1ccc(C(O)c2ncc(-c3ccccc3Cl)[nH]2)cc1 (centres undefined)
    3% | -4
- CCCS(=O)(=O)NC(=O)C1(C)CCCN(C(=O)Cc2ccc3ccccc3c2)C1 (centres undefined)
    10% | -1
- CCN(CC)c1ncnc2c1ncn2[C@H]1CN(Cc2ccc(-c3ccccc3)cc2)C[C@@H](CO)O1
    2% | -1
- CC(=O)Nc1ccc(-c2ccnc3c2CC(C(=O)Nc2cccc(OC(F)(F)F)c2)O3)cc1 (centres undefined)
    -1% | -1

Quoted from the listing.
GLS inhibitor with Nc1nc2c(ncn2[C@@H]2O[C@H](CNCc3cnc(N4CCOCC4)nc3)[C@@H](O)[C@H]2O)c(=O)[nH]1 stands at -7%
PI4K2A inh with Cc1ccc(C2C=CC(C#N)=CN2Cc2ccccc2)cc1 (centres undefined) stands at 6

Two consecutive compounds out of the list so far, for reference:
Under each structure – GLS inhibitor | PI4K2A inh
- CC1(C)CC(=O)C(C(c2ccc3c(c2)OCO3)C2C(=O)CC(C)(C)CC2=O)C(=O)C1
    76%[activator] | -10
- COc1ccc(-c2nc3c(C)cc(Br)cn3c2Cc2ccccc2)cc1OC
    3% | 2

(further entries)
Under each structure – GLS inhibitor | PI4K2A inh
- COc1ccc(C(O)c2nc(-c3ccc(Cl)cc3)cs2)cc1 (centres undefined)
    1% | 1
- Cc1cccc(C)c1NC(=O)Nc1nnc([C@H]2C[C@H](O)[C@@H](CO)O2)s1
    8% | -1
- CCSc1ccc(-c2cc(NC=O)c3ncc(-c4cc(OC)c(OC)c(OC)c4)n3c2)cc1
    3% | -7
- CC(C)N(C)c1ncnc2c1ncn2[C@H]1CN(Cc2ccncc2)C[C@@H](CO)O1
    2% | 2
- CC(C)C[C@H]1CN(CCCC[C@H]2CNC(=O)C(=O)N2CCc2ccccc2)C(=O)C(=O)N1CCc1ccccc1
    -1% | 1
- O=C(Nc1c(Cl)cccc1Cl)Oc1cccc2cccnc12
    4% | -11
- CCN(C)C1CN(Cc2cn(Cc3ccc(OC)cc3)nn2)S(=O)(=O)C1 (centres undefined)
    -7% | 5
- COc1ccc(-c2ccc(C(=O)Nc3ccc(C(C)C)cc3)c3occc23)c(C)c1
    0% | 1
- CCOC(=O)c1cc2ccccc2n1C1CCN(C)CC1
    15% | 1
- CC(=O)c1ccc(OC2(C)CCN(CCOc3ccc(C)cc3)C2)cc1 (centres undefined)
    14% | 4
- CC(C)(C)S(=O)N1Cc2cc(C(=O)NCCCN3CCOCC3)nc(-c3cccc(-c4cc5ccccc5o4)c3)c2[C@@H]1CCO (some centres undefined)
    6% | -2
- CN(C)c1ncnc2c1ncn2[C@H]1CN(Cc2ccco2)C[C@@H](CO)O1
    1% | -11
- COc1cc(Cl)ccc1OC1(C)CCN(Cc2ccc(-c3ccccn3)cc2)C1 (centres undefined)
    21% | -3
- O=C(NCC(O)c1nc2ccccc2[nH]1)c1ccc(Br)cc1 (centres undefined)
    0% | -4
- O=C(NC(c1ccc2c(c1)OCO2)c1ccccn1)C1CCN(CCOc2ccccc2)CC1 (centres undefined)
    6% | -2
- CC(=O)Nc1ccc(-c2ccnc3c2CC(C(=O)Nc2cccc(N(C)C)c2)O3)cc1 (centres undefined)
    23% | -1
- CN(C)c1ccc(CNC(=O)C2(C)Cc3c(-c4ccccc4)ccnc3O2)cc1 (centres undefined)
    -2% | 0
- O=C1NC[C@H](CCCCN2C[C@H](Cc3ccccc3)N(CCc3ccc(O)cc3)C(=O)C2=O)N(CCc2ccc(O)cc2)C1=O
    0% | 2
- COc1ccc(Cc2c(-c3ccc(F)cc3)nc3ccc(Br)cn23)c(C)c1
    4% | -4
- CC1(C(=O)Nc2ccc3c(c2)OCO3)CCN1Cc1csc2ccccc12 (centres undefined)
    -4% | 2
- CCCCN(CCCC)Cc1cc(=O)oc2ccccc12
    1% | 4
- COc1cccc(-c2nc3nc(C)cc(C)n3c2NC2CCCCC2)c1
    -4% | 4
- COc1ccc(-c2cc(NC=O)c3ncc(-c4cc(OC)c(OC)c(OC)c4)n3c2)cc1
    5% | -1
- O=C(NCc1ccc(Cl)c(Cl)c1)c1cc(C2CCCCN2C(=O)OCCF)on1 (centres undefined)
    -3% | 1
- CSc1ccc(CN2CCC(C)(Oc3ccc4ccccc4c3)C2)cc1 (centres undefined)
    13% | 0
- O=C(Nc1ccc(N2CCOCC2)cc1)c1csc([C@@H]2C[C@H](O)[C@@H](CO)O2)n1
    41%[activator] | -19
- CCCNC(=O)C1(C)CCCN(C(=O)COc2ccc(C(C)(C)C)cc2)C1 (centres undefined)
    0% | 1
- Cc1ccsc1CNC(=O)C1(C)CCN1C(=O)C(C)C (centres undefined)
    -12% | 4
- O=C(O)c1nc(-c2ccccc2)c(C(=O)NC2CC2)[nH]1
    7% | -1
- C[C@@H](c1ccccc1)N1C[C@@H](COCc2ccccc2)Oc2cc(N3CCC[C@H]3CO)ccc2S1(=O)=O
    -2% | -1

Reformatted with each value named: part of the list above.
> Cc1ccc2ccccc2c1C(O)c1ncc(-c2cccc(C(F)(F)F)c2)[nH]1 (centres undefined)
  GLS inhibitor = 2%
  PI4K2A inh = 0
> COc1ccc(C(O)c2nc(-c3ccc(Cl)cc3)cs2)cc1 (centres undefined)
  GLS inhibitor = 1%
  PI4K2A inh = 1
> Nc1nc2c(ncn2[C@@H]2O[C@H](CNCc3cnc(N4CCOCC4)nc3)[C@@H](O)[C@H]2O)c(=O)[nH]1
  GLS inhibitor = -7%
  PI4K2A inh = -5
> O=C(NCC(O)c1nc2ccccc2[nH]1)c1ccc(Br)cc1 (centres undefined)
  GLS inhibitor = 0%
  PI4K2A inh = -4

More records follow:
Under each structure – GLS inhibitor | PI4K2A inh
- OC(c1ccc(F)c(F)c1)c1ncc(-c2cccc(C(F)(F)F)c2)[nH]1 (centres undefined)
    2% | -7
- COc1cccc(NC(=O)C2(C)CCN2C(=O)CCc2ccc(Cl)cc2Cl)c1 (centres undefined)
    5% | -2
- CC(=O)Oc1ccc(Cn2c(C)c(C(=O)NCc3ccc(C#N)cc3)sc2=O)cc1
    -2% | 3
- Cc1cc(C)n2c(NC3CCCCC3)c(-c3ccc(F)cc3)nc2n1
    -5% | -4
- CC(C)NC(=O)c1ccc2nc([C@@H]3O[C@H](CO)[C@H](O)[C@H](O)[C@H]3O)[nH]c2c1
    -17% | -1
- COc1cccc(NC(=O)C2(C)CCCN(C(C)C)C2)c1 (centres undefined)
    -1% | 2
- CC1(C(=O)Nc2ccc3ccccc3c2)CCC(=O)N1CCOc1ccccc1 (centres undefined)
    2% | 0
- Fc1cccc(-c2cncc(N3CCN(CCN4CCCC4)CC3)n2)c1
    15% | 0
- CCCOc1ccc(F)cc1-c1cc(C(=O)NC(C)C)[nH]n1
    0% | 1

Screening data (PubChem BioAssay)

These rows are one share of the data; rates above refer to the full screens.
